# TEAD-YAP block – TEAD-YAP interaction inhibition; HEK-TIYL cells, TEAD-Gal4/YAP UAS-luciferase luminescence; inhibition, % at 9.12 µM; actives 1.4% (n = 640,000); AID 1259422; in the data active = inhibition above about 32%;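 note: 0% = median of test compound wells and 100% = reference inhibitor wells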
# MITF primary – human MITF inhibition, primary screen | actives 0.91% (n = 650,000) | O75030 | AID 1259374 | AlphaScreen MITF homodimerization, bead proximity signal | inhibition, % at 2.6 µM; in the data active = inhibition above about 50%;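 note: 0% = vehicle wells with protein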
# Target sequence (O75030 whole entry, looked up): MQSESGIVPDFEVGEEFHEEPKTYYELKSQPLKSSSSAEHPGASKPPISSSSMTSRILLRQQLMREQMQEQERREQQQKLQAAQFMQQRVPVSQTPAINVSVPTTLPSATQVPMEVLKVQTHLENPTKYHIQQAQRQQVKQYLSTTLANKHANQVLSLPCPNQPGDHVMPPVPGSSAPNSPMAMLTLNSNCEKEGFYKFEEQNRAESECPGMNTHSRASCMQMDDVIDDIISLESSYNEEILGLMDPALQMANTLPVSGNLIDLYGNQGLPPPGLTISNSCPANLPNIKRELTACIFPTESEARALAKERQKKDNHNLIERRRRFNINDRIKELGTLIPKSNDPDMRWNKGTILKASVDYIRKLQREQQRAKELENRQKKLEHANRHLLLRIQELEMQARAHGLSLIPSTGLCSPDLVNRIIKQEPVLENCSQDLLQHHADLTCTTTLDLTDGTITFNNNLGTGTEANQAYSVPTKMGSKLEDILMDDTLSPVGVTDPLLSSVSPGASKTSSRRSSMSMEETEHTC
# GPR151 activ – activators of human GPR151. Q8TDV0. actives 1% (n = 650,000). PathHunter beta-arrestin GPR151 cells, luminescence. activation, % at 11.2 µM; in the data active = activation above about 4.9%;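 note: 0% = median of compound wells and 100% = cells with positive control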
# Target sequence (Q8TDV0 whole entry, looked up): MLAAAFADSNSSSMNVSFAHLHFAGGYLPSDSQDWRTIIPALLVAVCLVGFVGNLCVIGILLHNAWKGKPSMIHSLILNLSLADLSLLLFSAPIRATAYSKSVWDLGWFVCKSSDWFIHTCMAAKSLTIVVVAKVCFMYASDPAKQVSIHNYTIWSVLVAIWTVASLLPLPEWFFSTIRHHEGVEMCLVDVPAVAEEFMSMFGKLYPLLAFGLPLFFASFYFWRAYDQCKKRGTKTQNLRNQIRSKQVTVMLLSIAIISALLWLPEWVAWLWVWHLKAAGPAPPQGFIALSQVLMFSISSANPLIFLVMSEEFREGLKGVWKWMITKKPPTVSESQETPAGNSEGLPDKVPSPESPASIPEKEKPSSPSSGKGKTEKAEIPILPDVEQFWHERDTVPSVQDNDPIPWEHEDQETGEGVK
# FBW7 act – activators of human E3 ligase FBW7 | normalized activity (activation), % at 26.1 µM | AlphaScreen FBW7–phospho-cyclin E peptide binding, activator screen | Q969H0 | actives 0.13% (n = 650,000) | AID 1259310; in the data active = normalized activity above about 1.9%;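 note: purified mutant Fbw7 with reduced substrate affinity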
# Numbers without * were called inactive; nt = not tested or not shown; & = joins results of further samples.
1) O=C1CC(n2nnnc2-c2ccccc2)C2COC1O2 (centres undefined)
2) CCc1ccc(NC(=O)CSc2nc3ccc(NC(=O)c4ccc(Cl)cc4Cl)cc3s2)cc1
3) COc1cc(OC)c(OC)cc1/C=C/c1nc2cc3ccccc3cc2c(=O)n1-c1ccc(Cl)cc1
4) Cc1cc(N)n(-c2nc(C)nc3sc4c(c23)CCCC4)n1
5) CCOC(=O)c1ccc(Nc2ncnc3ccc(Br)cc23)cc1
6) COc1ccc(Cl)cc1N1C(=O)C2C(c3ccc(Br)cc3)OC3(C(=O)c4ccccc4C3=O)C2C1=O (centres undefined)
screen / no.	1	2	3	4	5	6
TEAD-YAP block	7	23	-1	5	8	10
FBW7 act	0.0	0.2	0.0	0.1	-0.1	1.7
GPR151 activ	-0.1	-0.1	0.0	-0.6	-0.7	-1.2
MITF primary	3	6	-7	-5	3	14

# An excerpt of these results, with values under each structure.
# Values in the order – TEAD-YAP block, FBW7 act, GPR151 activ, MITF primary
2	CCc1ccc(NC(=O)CSc2nc3ccc(NC(=O)c4ccc(Cl)cc4Cl)cc3s2)cc1
    23, 0.2, -0.1, 6
3	COc1cc(OC)c(OC)cc1/C=C/c1nc2cc3ccccc3cc2c(=O)n1-c1ccc(Cl)cc1
    -1, 0.0, 0.0, -7
4	Cc1cc(N)n(-c2nc(C)nc3sc4c(c23)CCCC4)n1
    5, 0.1, -0.6, -5
5	CCOC(=O)c1ccc(Nc2ncnc3ccc(Br)cc23)cc1
    8, -0.1, -0.7, 3

# Next part:
7) CCOc1ccc(NC(=O)c2ccc(N3CC4CC(C3)c3cccc(=O)n3C4)c(NC(=O)c3cc(OC)cc(OC)c3)c2)cc1 (centres undefined)
8) Cn1cc(CC(=O)NC2CCCCC2)c2ccccc21
9) CCOC(=O)N1CCC(N(CCOC)C(=S)Nc2cccc(F)c2)CC1
10) O=C(CNC(=O)c1ccc(Br)cc1)N=Nc1c(O)[nH]c2ccc([N+](=O)[O-])cc12
11) NC(=O)c1ccc(-c2ncc(C(=O)NCCCN3CCCC3=O)s2)cc1
12) O=C(CC1NCCNC1=O)Nc1ccc2c(c1)OCO2 (centres undefined)
screen / no.	7	8	9	10	11	12
TEAD-YAP block	-48	-13	0	0	-11	4
FBW7 act	-0.1	0.0	-0.1	0.1	0.1	0.6
GPR151 activ	0.3	1.9	-0.3	0.2	1.7	-0.6
MITF primary	12	3	-7	13	1	1

13) COc1ccc(OC)c(/C=C2\N=C(c3cncc(Br)c3)OC2=O)c1
14) O=C1CCCN1CCCNc1nc(Nc2ccccn2)nc2c1ncn2CCN1CCCC1=O
15) CC(C)(C)c1ccc(C2=N/C(=C\c3ccc(OC(=O)c4ccccc4)cc3)C(=O)O2)cc1
16) CN1CCN(c2nccn3c(-c4cc(C(F)(F)F)cc(C(F)(F)F)c4)cnc23)CC1
17) c1ccc(CN2CCC3(CCc4ccccc43)CC2)cc1
18) COc1cc(C2C(C#N)=C(N)Oc3n[nH]c(COc4ccccc4)c32)ccc1-c1ccccc1 (centres undefined)
screen / no.	13	14	15	16	17	18
TEAD-YAP block	2	-4	1	-4	nt	6
FBW7 act	0.0	0.1	-0.1	-0.1	0.0	0.0
GPR151 activ	-1.5	0.1	1.6	3.0	1.1	-1.2
MITF primary	-21	3	2	-6	-2	11

19) CC1CCN(CCCNc2ccc(C(=O)Nc3ccc(C(F)(F)F)cc3)cc2[N+](=O)[O-])CC1
20) Cc1ccc(S(=O)(=O)NC2CCCCC2)c2nsnc12
21) O=C(c1cc2nc(-c3ccc(Br)cc3)cc(C(F)(F)F)n2n1)N1CCOCC1
22) Cc1cccc(NC(=O)N(Cc2cccnc2)Cc2cc3cc(C)ccc3n3nnnc23)c1
23) CC(C(=O)N1CCCCC1)N(c1ccccc1)S(C)(=O)=O (centres undefined)
24) COc1cccc(N2CCN(C(=O)c3nn(C)c4c3COc3ccccc3-4)CC2)c1
screen / no.	19	20	21	22	23	24
TEAD-YAP block	4	0	-10	-1	3	1
FBW7 act	-0.7	-0.1	0.3	-0.1	0.6	-0.1
GPR151 activ	-1.0	1.5	-2.0	0.7	-0.7	0.2
MITF primary	20	5	-2	5	11	1

# A draw from above in order of molecular weight, lowest first:
8) Cn1cc(CC(=O)NC2CCCCC2)c2ccccc21
12) O=C(CC1NCCNC1=O)Nc1ccc2c(c1)OCO2 (centres undefined)
5) CCOC(=O)c1ccc(Nc2ncnc3ccc(Br)cc23)cc1
9) CCOC(=O)N1CCC(N(CCOC)C(=S)Nc2cccc(F)c2)CC1
24) COc1cccc(N2CCN(C(=O)c3nn(C)c4c3COc3ccccc3-4)CC2)c1
screen / no.	8	12	5	9	24
TEAD-YAP block	-13	4	8	0	1
FBW7 act	0.0	0.6	-0.1	-0.1	-0.1
GPR151 activ	1.9	-0.6	-0.7	-0.3	0.2
MITF primary	3	1	3	-7	1

# Additional structures.
25) COc1ccc(C2Nc3ccccc3-c3nnc(SC)nc3O2)c(OC)c1 (centres undefined)
26) CSCCC(C(=O)O)N1C(=O)CSC1=S (centres undefined)
27) CCOC(=O)C1=C(C)NC2=C(C(=O)C(C(=O)OC)C(C)C2)C1c1cccc2ccccc12 (centres undefined)
28) CCOc1ccccc1NC(=O)c1cc(=O)c2ccccc2o1
29) Cc1ccc(NC(=O)c2nc[nH]c2C(=O)Nc2nc3ccccc3[nH]2)c(C)c1
30) Cc1nc2sc(C(c3cccc(Br)c3)N3CCC(O)CC3)c(O)n2n1 (centres undefined)
screen / no.	25	26	27	28	29	30
TEAD-YAP block	-5	5	21	-1	6	6
FBW7 act	-0.2	0.2	0.1	0.2	-0.2	-0.1
GPR151 activ	0.1	-1.4	-0.8	1.8	0.5&-0.2	2.0
MITF primary	1	13	2	-6	8	-2

31) CC1Oc2ncccc2N(Cc2ccc(C(F)(F)F)nc2)C1=O (centres undefined)
32) N#CC1=C(N)N(c2ccc(Br)cc2)C2=C(C(=O)CCC2)C1c1ccc([N+](=O)[O-])cc1 (centres undefined)
33) Cc1ccc(S(=O)(=O)NC(=O)COc2ccccc2)cc1
34) S=C(Nc1cccc(Cl)c1Cl)Nn1cnnc1
35) O=C1NC(c2ccccc2)(c2ccccc2)C(=O)N1CCCOc1ccccc1[N+](=O)[O-]
36) CC1=C(C(=O)OCc2ccccc2)C(c2ccc(C)cc2)C2=C(CCCC2=O)N1 (centres undefined)
screen / no.	31	32	33	34	35	36
TEAD-YAP block	1	-11	-12	1	-12	14
FBW7 act	-0.1	0.0	0.0	-0.1	0.0	0.0
GPR151 activ	-0.8	-1.0	0.6	-0.1	4.3	-0.3
MITF primary	-14	-3	13	2	8	-7

37) O=C(Cn1ccc([N+](=O)[O-])n1)N1CCCC1
38) CC(=O)c1c(C)oc2c1c1c(c3ccccc32)OCN(C(C)(C)C)C1
39) COCCNC(=O)CC(=O)N/N=C\c1ccccc1C(=O)O
40) CCOC(=O)c1ccc(NC(=O)c2cccc(C(=O)Nc3ccc(C(=O)OCC)cc3)c2)cc1
41) O=C(O)CCn1c2ccccc2c2cc(I)ccc21
42) O=[N+]([O-])c1cc(N=Cc2ccccc2)ccc1Cl
screen / no.	37	38	39	40	41	42
TEAD-YAP block	3	9	4	1	2	0
FBW7 act	-0.1	0.1	1.1	-0.1	-0.1	-0.3
GPR151 activ	0.9	-1.5	-1.0	1.1	0.7	-0.8
MITF primary	6	2	0	-12	-2	-4

# Two entries from above, as tab-separated lines:
no.	SMILES	TEAD-YAP block	FBW7 act	GPR151 activ	MITF primary
17	c1ccc(CN2CCC3(CCc4ccccc43)CC2)cc1	nt	0.0	1.1	-2
18	COc1cc(C2C(C#N)=C(N)Oc3n[nH]c(COc4ccccc4)c32)ccc1-c1ccccc1 (centres undefined)	6	0.0	-1.2	11

# The list continues.
43) CC1CCN(C(=O)c2ccc(S(=O)(=O)N(C)C)cc2)C(C)C1 (centres undefined)
44) Cc1cccc(NC(=O)c2cccc3nc4ccccc4nc23)c1C
45) NC(=O)NC(CC(=O)NNC(=O)c1cccs1)c1cccc(Oc2ccccc2)c1 (centres undefined)
46) NC(=O)c1sc2c(c1N)C(c1ccc(Cl)cc1)C1=C(N2)c2ccccc2C1=O (centres undefined)
47) Cc1cccc(-c2cn[nH]c2C2CCCN(Cc3cnn(C)c3)C2)c1 (centres undefined)
48) O=C(NCCC1=CCCCC1)c1nc2ccccc2s1
screen / no.	43	44	45	46	47	48
TEAD-YAP block	-1	-7	-1	-3	7	-64
FBW7 act	0.4	1.1	0.7	0.1	0.0	0.5
GPR151 activ	-1.4	0.2	-1.9	1.3	1.2	3.5
MITF primary	11	16	22	15	-4	16

49) CCCCN=c1scc(C)n1/N=C/c1ccco1
50) COC(=O)C1=C(C)NC(C)=C(C(=O)OC)C1C(=O)OCc1ccc(SC)cc1
51) CCOC(=O)Cn1ncc2c3oc(C)cc3n(C)c2c1=O
52) FC(F)(F)c1cccc(CNc2cc(Nc3ccc(N4CCOCC4)cc3)ncn2)c1
53) O=C(CSCc1ccco1)Nc1cc(C(F)(F)F)ccc1Cl
54) Cc1cc(C[n+]2ccccc2)c2nsnc2c1
screen / no.	49	50	51	52	53	54
TEAD-YAP block	-3	8	-11	5	4	1
FBW7 act	-0.1	-0.1	0.3	-0.1	0.0	0.3
GPR151 activ	-0.4	0.5	0.2	-1.0	3.9	-0.6
MITF primary	-5	6	8	-2	18	1

55) CCOCCOC(=O)COC(=O)c1ccccc1NC(=O)c1ccccc1
56) COC(=O)c1cc2sc(C)cc2n1CC(=O)N1CCCc2ccccc21
57) Cc1cccc(C(=O)Nc2ccc3nc(SCC(=O)Nc4ccc(Br)cc4)sc3c2)c1
58) CCCC(c1nnnn1Cc1cccs1)N1CCN(c2ccc([N+](=O)[O-])cc2)CC1 (centres undefined)
59) CC(C)N1CC(O)=C(c2nc3ccccc3[nH]2)C1=N
60) CCN(CCCNC(=O)CNC(=O)c1nn(-c2ccc(OC)cc2)c(=O)c2ccccc12)c1cccc(C)c1
screen / no.	55	56	57	58	59	60
TEAD-YAP block	-2	1	13	3	-23	19
FBW7 act	0.8	-0.1	0.0	0.1	-0.3	0.1
GPR151 activ	0.1	-0.7	0.2	1.6	1.9	0.0
MITF primary	-18	7	6	-4	17	12

# Single entries from above.
# GPR151 activ, compound 58 → 1.6
# FBW7 act, compound 60 → 0.1

# Following part:
61) Cc1oc2c(c1C(=O)N1CCC3(CC1)NC(=O)c1ccccc1N3)CCCC2
62) CC(C)=Cc1oc2ccc([N+](=O)[O-])cc2c1N1CCOCC1
63) CS(=O)(=O)N(CC(=O)N1CCN(c2ccccc2)CC1)c1ccccc1F
64) Cc1cc(Sc2nc(N(C)C)nc(N3CCOCC3)n2)nc(Cl)n1
65) O=C(CSc1nc(O)cc(=O)[nH]1)Nc1ccccc1F
66) Cn1c(=O)c2c(SCc3ccccc3)nc(-c3cccs3)nc2n(C)c1=O
screen / no.	61	62	63	64	65	66
TEAD-YAP block	11	-10	3	-5	-6	14
FBW7 act	0.2	0.1	0.7	-0.2	0.0	-0.1
GPR151 activ	-1.3	0.5	-1.2	-0.8	1.3	0.7
MITF primary	2	-4	11	-6	12	-9

67) CCCCc1nnc(NC(=O)CSc2nc(O)c(NC(C)=O)c(=O)[nH]2)s1
68) O=C1C2=C(Nc3[nH]n(-c4ccccc4)c(=O)c3C2c2ccc([N+](=O)[O-])cc2)c2ccccc21 (centres undefined)
69) CN(C)S(=O)(=O)c1ccc(C(=O)OCc2c(F)cccc2Cl)cc1
70) Cc1cccc(C(=O)N2CCN(c3ccc(C)nn3)CC2)c1
71) O=C(CCSc1ccccc1)OCC(=O)c1ccccc1F
72) Cc1sc[n+](CC(=O)c2ccc(Br)cc2)c1C
screen / no.	67	68	69	70	71	72
TEAD-YAP block	0	-6	-12	1	12	6
FBW7 act	-0.6	-0.2	-0.1	0.2	0.9	-0.1
GPR151 activ	-1.0	2.0	-0.8	-0.2	-0.8	0.0
MITF primary	-12	0	0	-17	5	-2

73) C/C(=N\NS(=O)(=O)c1ccc(Cl)c([N+](=O)[O-])c1)c1cc2ccccc2o1
74) CCn1cc(C(=O)NN)c(=O)c2cc([N+](=O)[O-])ccc21
75) CC(=O)N/C(=N\c1nc(C)cc(C)n1)Nc1ccc(C)cc1Cl
76) CC(C)COC(=O)N1CCC(C(=O)NC(c2ccccc2)c2ccccn2)CC1 (centres undefined)
77) COc1ccc(C2CC(C(F)(F)F)n3ncc(C(=O)N4CCC(C)CC4)c3N2)cc1OC (centres undefined)
78) COc1cc(NC(=O)Cn2c(=O)n(CC3CCCO3)c(=O)c3ccccc32)cc(OC)c1 (centres undefined)
screen / no.	73	74	75	76	77	78
TEAD-YAP block	6	1	9&-13	6	-6	8
FBW7 act	0.9	0.6	0.2&0.1	0.7	-0.2	0.1
GPR151 activ	-0.6	1.5	-0.2&2.1	-0.9	0.7	0.3
MITF primary	20	2	9&-6	18	6	-1
